Screens from PubChem BioAssay.
EP2 antag = inhibitors of human EP2 prostaglandin E2 receptor; actives 0.52% (n = 260,000); C6 glioma cells expressing human EP2, cAMP TR-FRET; cells stimulated with saturating PGE2; inhibition, % at 25 µM; P43116;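 active = percent inhibition above 40 after rounding to a whole number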;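 note: rat C6 glioma host cells with rolipram phosphodiesterase inhibitor present; the protocol text gives 20 µM as final concentration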
Target sequence (P43116 whole entry, looked up): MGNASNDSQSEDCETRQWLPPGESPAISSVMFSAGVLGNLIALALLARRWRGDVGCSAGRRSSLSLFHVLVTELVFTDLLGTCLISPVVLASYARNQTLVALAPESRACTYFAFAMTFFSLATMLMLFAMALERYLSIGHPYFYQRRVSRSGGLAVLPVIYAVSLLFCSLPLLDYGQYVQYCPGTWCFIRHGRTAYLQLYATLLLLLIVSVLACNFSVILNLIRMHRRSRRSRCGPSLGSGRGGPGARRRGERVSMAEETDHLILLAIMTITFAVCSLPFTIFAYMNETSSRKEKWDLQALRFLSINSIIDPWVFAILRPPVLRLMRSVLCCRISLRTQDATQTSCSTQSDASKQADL
EP2 modulator = modulators of human EP2 prostaglandin E2 receptor; P43116; actives 0.83% (n = 260,000); EP2-expressing cells, cAMP HTRF FRET, PGE2 co-stimulation; induction, % at 25 µM; AID 940;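 active = compounds whose cAMP rise, as percent of the full-agonist control response, exceeds 60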;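 note: rat C6 glioma line stably carrying human EP2 under a CMV promoter; the protocol text gives 20 µM as final concentration; 100% = response of wells given 1 µM PGE2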
CHOP inhibitor = CHOP inhibition in unfolded protein response | actives 3.8% (n = 220,000) | CHO-K1 CHOP-promoter luciferase, tunicamycin-induced, 15-18 h | inhibition, % at 10 µM;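 active = compounds that reduced the stress-induced luciferase reporter signal by more than about 70% of percent inhibition, limit read from the data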;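 note: 0% = tunicamycin plus vehicle and 100% = wells without tunicamycin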
Numbers without * were called inactive; x = not tested or not shown; & = joins results of further samples.

cpd	Molecule	EP2 antag	EP2 modulator	CHOP inhibitor
1	Cc1cc(=O)oc2cc(O)ccc12	12.7	x	x
2	CN(C)CC/C=C1/c2ccccc2COc2ccc(CC(=O)O)cc21	16.2	x	x
3	CC[C@]12CCCN3CCc4c(n(c5ccccc45)[C@](O)(C(=O)OC)C1)[C@@H]32	10.0	-11.9	x
4	CC12CCC3C(=CCc4cc(O)ccc43)C1CCC2=O (stereo unspecified)	21.1	27.2	x
5	COC(=O)N/N=C/c1c[n+]([O-])c2ccccc2[n+]1[O-]	12.2	-8.0	x
6	CCCCC(=O)O[C@]1(C(=O)CO)[C@@H](C)CC2C3CCC4=CC(=O)C=C[C@]4(C)[C@@]3(F)C(O)C[C@@]21C (stereo partly specified)	14.3	4.8	x
7	O=C(O)c1cc(=O)c2ccccc2o1	7.1	12.6	x
8	C[C@@H]1O[C@@H](O[C@H]2[C@H](Oc3cc(O)c4c(=O)cc(-c5ccc(O)cc5)oc4c3)O[C@H](CO)[C@@H](O)[C@@H]2O)[C@H](O)[C@H](O)[C@H]1O	18.4	-5.0	x
9	Cc1ccccc1OCC(O)CO (stereo unspecified)	10.5	0.8	x
10	C=C[C@H]1CN2CC[C@H]1C[C@@H]2[C@H](O)c1ccnc2ccc(OC)cc12	9.5	0.3	x
11	Nc1ncnc2nc[nH]c12.Nc1ncnc2nc[nH]c12.[Cl][Pt]([Cl])([Cl])[Cl]	46.6*	19.2	x
12	CC(Cc1cccc(C(F)(F)F)c1)NCCOC(=O)c1ccccc1 (stereo unspecified)	6.2	12.0	x

Part of the list above, with two lines to a compound.
The line under a structure holds: EP2 antag | EP2 modulator | CHOP inhibitor
[2] CN(C)CC/C=C1/c2ccccc2COc2ccc(CC(=O)O)cc21
  16.2 | x | x
[3] CC[C@]12CCCN3CCc4c(n(c5ccccc45)[C@](O)(C(=O)OC)C1)[C@@H]32
  10.0 | -11.9 | x
[4] CC12CCC3C(=CCc4cc(O)ccc43)C1CCC2=O (stereo unspecified)
  21.1 | 27.2 | x
[5] COC(=O)N/N=C/c1c[n+]([O-])c2ccccc2[n+]1[O-]
  12.2 | -8.0 | x

Next section
cpd	Molecule	EP2 antag	EP2 modulator	CHOP inhibitor
13	CC[C@@H]1OC(=O)C[C@@H](O)[C@H](C)[C@@H](O[C@@H]2O[C@H](C)[C@@H](O)[C@H](N(C)C)[C@H]2O)[C@@H](CCN2C[C@H](C)C[C@H](C)C2)C[C@@H](C)C(=O)/C=C/C(C)=C\[C@@H]1CO[C@@H]1O[C@H](C)[C@@H](O)[C@@H](OC)[C@H]1OC	12.8	8.0	x
14	CN[C@@H]1[C@H](O)[C@H](NC)[C@H]2O[C@@]3(O)C(=O)C[C@@H](C)O[C@H]3O[C@@H]2[C@H]1O	7.1	14.0	x
15	O=C1c2c(O)ccc(O)c2C(=O)c2c(NCCNCCO)ccc(NCCNCCO)c21	17.2&23.2	12.2&41.2	33.0
16	CCn1cc(C(=O)O)c(=O)c2cc(F)c(N3CCNC(C)C3)c(F)c21 (stereo unspecified)	13.8&10.1	25.9&33.0	-11.2
17	CCC1(O)CC2CN(CCc3c([nH]c4ccccc34)[C@@](C(=O)OC)(c3cc4c(cc3OC)N(C)C3[C@]45CCN4CC=C[C@@](CC)([C@@H](OC(C)=O)[C@]3(O)C(=O)OC)[C@H]45)C2)C1 (stereo partly specified)	16.0	36.0	-4.7
18	Nc1ncnc2c1c(-c1ccc(Oc3ccccc3)cc1)cn2C1CCCC1	13.7	-7.5	-2.1
19	Cn1ccc2cc3c(cc21)CCN3C(=O)Nc1cccnc1	18.0	-5.0	-7.6
20	C=C[C@H]1CN2CCC1C[C@H]2[C@H](O)c1ccnc2ccc(OC)cc12 (stereo partly specified)	11.3	-6.4	-12.2

Arranged by number of heavy atoms (lowest first): some entries from above
cpd	Molecule	EP2 antag	EP2 modulator	CHOP inhibitor
20	C=C[C@H]1CN2CCC1C[C@H]2[C@H](O)c1ccnc2ccc(OC)cc12 (stereo partly specified)	11.3	-6.4	-12.2
16	CCn1cc(C(=O)O)c(=O)c2cc(F)c(N3CCNC(C)C3)c(F)c21 (stereo unspecified)	13.8&10.1	25.9&33.0	-11.2
18	Nc1ncnc2c1c(-c1ccc(Oc3ccccc3)cc1)cn2C1CCCC1	13.7	-7.5	-2.1
17	CCC1(O)CC2CN(CCc3c([nH]c4ccccc34)[C@@](C(=O)OC)(c3cc4c(cc3OC)N(C)C3[C@]45CCN4CC=C[C@@](CC)([C@@H](OC(C)=O)[C@]3(O)C(=O)OC)[C@H]45)C2)C1 (stereo partly specified)	16.0	36.0	-4.7

This is a subset (hit frequency here may not be typical).
